Source: PubChem BioAssay
KCNQ1 pot: potentiates or activates the human KCNQ1 potassium channel. P51787. CHO-K1 KCNQ1, thallium flux FluxOR fluorescence; stronger effect = higher value. B-score at 10 µM. 310,000 compounds, 0.35% hits;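 active = fluorescence ratio B-score, a plate-corrected score, at least three library SD, with initial intensity B-score within 5 SD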
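Assay system: stable KCNQ1 CHO-K1 line; medium: assay buffer, equal DMSO in all wells; timing: 90 min dye loading and 20 min compound exposure, both at room temperature; technique: kinetic FluxOR thallium fluorescence, 10-s 1-Hz baseline, 110-s post-stimulus read; read-out basis: B score of baseline-normalized fluorescence ratio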
KCNQ1 block: blocks the human KCNQ1 potassium channel; P51787; CHO-K1 KCNQ1, FluxOR thallium flux fluorescence; stronger effect = higher value; B-score at 10 µM; 310,000 compounds, 1.3% hits; AID 2642;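 active = compounds whose thallium flux B-score, printed positive for inhibition, exceeds three library SD while starting fluorescence stays within three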;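 note: channel opened by potassium depolarization with thallium stimulus after 20 min compound exposure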
SKKanGAS inh: blocks kanamycin growth of S. pyogenes SKKanGAS strain; 300,000 compounds, 1.3% hits; BacTiter-Glo, 6 h; inhibition, % at 7.5 µM;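 active = mean replicate score, as percent of positive control median, at least 50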;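 note: strain carries kanamycin resistance gene driven by streptokinase promoter and grows in 40 µg/ml kanamycin; loss of luminescence reflects streptokinase promoter inhibition or plain growth inhibition; 0% = median of DMSO wells and 100% = positive control at its reference dose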
TMEM16A act: mouse TMEM16A channel activation, primary screen | AID 623877 | 340,000 compounds, 0.3% hits | Q8BHY3 | HEK293 TMEM16A/YFP-H148Q/I152L, iodide quench fluorescence; stronger effect = lower value | B-score at 10 µM;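 active = fluorescence-ratio B-score plate-corrected deviation score at least 3 library SD below zero, with starting fluorescence score within 5 deviations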;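 note: channel opened by trigger with iodide after compound preincubation; score built on the fluorescence ratio of max minus min over baseline; more negative score means more quench and so TMEM16A activation or potentiation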
hERG rescue: shields human hERG channel from block by proarrhythmic agents | activation (rescue from dofetilide block), less the hit threshold, % at 10 µM | CHO-hERG, FluxOR thallium flux, dofetilide IC70 present | Q12809 | 310,000 compounds, 0.51% hits | AID 1511;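 active = activation above the mean of controls blocked by dofetilide plus 5 SD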;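 note: thallium influx through hERG after potassium depolarization seen as dye fluorescence rise; in these data hits start at about 4.7%; inactives centre near -7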
TMEM16A inh: blocks the mouse calcium-activated chloride channel TMEM16A | HEK293 TMEM16A/YFP iodide influx fluorescence, ionomycin | normalized B-score (activity score, 25-100; higher = stronger inhibition) at 10 µM | 310,000 compounds, 1.2% hits | AID 588511;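 active = ratio plate-corrected score three or more library SD toward inhibition, starting fluorescence score within five deviations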;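 note: score derived from kinetic fluorescence span divided by baseline fluorescence per well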
KCNK9 inh: inhibitors of human KCNK9 two-pore domain potassium channel. Q9NPC2. HEK293 KCNK9, FluxOR thallium flux fluorescence; stronger effect = lower value. B-score at 10 µM. 310,000 compounds, 1.2% hits. AID 488922;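 active = ratio B-score over 3 SD below the library mean, with starting fluorescence within 5 SD of its mean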;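 note: negative B-score means less thallium flux so channel inhibition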
Target sequence (Q9NPC2 whole entry, looked up, the tested form may be a part): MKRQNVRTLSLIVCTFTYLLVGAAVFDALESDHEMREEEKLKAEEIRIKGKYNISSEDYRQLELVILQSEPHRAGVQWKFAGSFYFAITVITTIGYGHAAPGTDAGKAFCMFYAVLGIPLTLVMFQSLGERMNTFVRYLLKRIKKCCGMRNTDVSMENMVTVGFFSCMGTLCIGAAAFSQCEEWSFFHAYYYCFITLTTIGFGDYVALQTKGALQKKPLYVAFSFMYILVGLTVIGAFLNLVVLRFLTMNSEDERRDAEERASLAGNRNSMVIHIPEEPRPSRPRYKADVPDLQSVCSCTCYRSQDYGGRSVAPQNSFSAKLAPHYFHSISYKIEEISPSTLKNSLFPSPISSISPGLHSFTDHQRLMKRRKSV
HDAC3 inh: blocks human histone deacetylase 3. O15379. recombinant HDAC3, fluorogenic peptide/trypsin coupled, fluorescence. inhibition, % at 8.3 µM. 320,000 compounds, 0.15% hits. AID 2718; in the data active = inhibition above about 26%, passing the limit was not always enough
Target sequence (O15379 whole entry, looked up): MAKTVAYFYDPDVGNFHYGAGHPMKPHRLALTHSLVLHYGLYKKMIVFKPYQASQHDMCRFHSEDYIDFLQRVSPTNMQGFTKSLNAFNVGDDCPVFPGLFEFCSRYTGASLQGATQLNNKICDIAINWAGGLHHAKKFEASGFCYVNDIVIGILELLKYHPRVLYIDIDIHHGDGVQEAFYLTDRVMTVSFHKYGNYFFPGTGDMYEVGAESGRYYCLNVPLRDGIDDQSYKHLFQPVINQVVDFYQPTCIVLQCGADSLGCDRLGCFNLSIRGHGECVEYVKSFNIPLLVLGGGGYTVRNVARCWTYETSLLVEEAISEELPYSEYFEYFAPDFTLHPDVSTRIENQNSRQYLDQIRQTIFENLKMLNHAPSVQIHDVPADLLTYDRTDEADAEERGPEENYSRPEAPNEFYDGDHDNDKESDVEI
KCNK3 block: human KCNK3 channel inhibition, primary screen. O14649. CHO-KCNK3 thallium flux, FluxOR fluorescence; stronger effect = lower value. B-score at 10 µM. 340,000 compounds, 0.84% hits. AID 602410;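 active = B-score under library mean minus 4 SD, starting fluorescence ratio at most library mean plus 5 SD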;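 note: more negative B-score means stronger inhibition of thallium flux through KCNK3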
RGS4 pot: potentiators or activators of RGS4 | HEK293 M3R/inducible RGS4, carbachol calcium flux Fluo4; stronger effect = lower value | 310,000 compounds, 0.92% hits | B-score at 10 µM | AID 463111;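 active = B-score of the integrated calcium signal more than 4 SD below the library mean, with starting fluorescence not abnormally high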;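 note: negative B-score means reduced calcium response which marks RGS4 activation or potentiation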
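Detection: kinetic calcium fluorescence imaging with Fluo4-AM dye, 2 µM / Material: HEK293 cells with stable M3R and inducible RGS4 / Schedule: recording 10 s baseline at 1 Hz, 100 s post-agonist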
RGS4 inh: human RGS4 inhibition | AID 463165 | B-score at 10 µM | 310,000 compounds, 0.45% hits | HEK293 M3R/RGS4 inducible, Fluo-4 calcium flux; stronger effect = higher value; triggered by carbachol at its EC20 | P49798;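 active = B-score, a plate-corrected calcium signal, over three deviations above library mean, with baseline fluorescence within five deviations of library mean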;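 note: RGS4 expression induced by doxycycline in cells with stable M3 receptor; B-score is computed from the integrated fluorescence ratio over baseline after carbachol; higher B-score means a larger calcium signal and so more RGS4 inhibition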
Target sequence (P49798 whole entry, looked up): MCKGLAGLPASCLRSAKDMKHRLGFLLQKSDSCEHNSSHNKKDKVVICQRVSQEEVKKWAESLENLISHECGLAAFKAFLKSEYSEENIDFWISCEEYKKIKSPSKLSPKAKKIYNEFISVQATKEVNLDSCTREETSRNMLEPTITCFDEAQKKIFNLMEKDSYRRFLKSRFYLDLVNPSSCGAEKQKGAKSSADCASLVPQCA
The depositor's hits bear a star. Compounds were not picked by outcome; 6.3% or so of the library scored in one or more.

Screening CCc1ccccc1N1CSC2=C(C#N)C(c3ccccc3F)CC(=O)N2C1 (stereo not given) returned KCNQ1 pot inactive, KCNQ1 block inactive, SKKanGAS inh 20, TMEM16A act inactive, hERG rescue -20, TMEM16A inh inactive, KCNK9 inh inactive, HDAC3 inh 10, KCNK3 block inactive, RGS4 pot inactive and RGS4 inh inactive.
`Cc1ccc(S(=O)(=O)O)c(C)c1N1CCCC1=O` gave KCNQ1 pot inactive, KCNQ1 block inactive, SKKanGAS inh 10, TMEM16A act inactive, hERG rescue -4, TMEM16A inh inactive, KCNK9 inh inactive, HDAC3 inh -4, KCNK3 block inactive, RGS4 pot inactive and RGS4 inh inactive.
`COc1ccc(OC)c(Nc2nc(N)c([N+](=O)[O-])c(N3CCOCC3)n2)c1` gave KCNQ1 pot inactive, KCNQ1 block inactive, SKKanGAS inh 1, TMEM16A act inactive, hERG rescue -5, TMEM16A inh inactive, KCNK9 inh inactive, HDAC3 inh 6, KCNK3 block inactive, RGS4 pot inactive and RGS4 inh inactive.
For O=C1OCC2=C1C(c1ccccc1)CC(=O)N2c1ccc(F)cc1 (stereo not given) the results were KCNQ1 pot inactive, KCNQ1 block inactive, SKKanGAS inh 5, TMEM16A act inactive, hERG rescue -16, TMEM16A inh inactive, KCNK9 inh inactive, HDAC3 inh 11, KCNK3 block inactive, RGS4 pot inactive and RGS4 inh inactive.
O=S(=O)(c1ccc(F)cc1)N1CCCc2ccccc21 was read as KCNQ1 pot inactive, KCNQ1 block inactive, SKKanGAS inh 8, hERG rescue -6, TMEM16A inh inactive, KCNK9 inh inactive, HDAC3 inh 0, RGS4 pot inactive and RGS4 inh inactive.
`COc1ccc(S(=O)(=O)N2CCC(c3nc4ccccc4[nH]3)CC2)cc1` gave KCNQ1 pot inactive, KCNQ1 block inactive, SKKanGAS inh -16, TMEM16A act inactive, hERG rescue -1, TMEM16A inh inactive, KCNK9 inh inactive, HDAC3 inh 2, KCNK3 block inactive, RGS4 pot inactive and RGS4 inh inactive.
O=S(=O)(c1ccc(N2CCC(c3ccc(Cl)cc3)=N2)cc1)N(CCO)CCO was read as KCNQ1 pot inactive, KCNQ1 block inactive, SKKanGAS inh 4, TMEM16A act inactive, hERG rescue -10, TMEM16A inh inactive, KCNK9 inh inactive, HDAC3 inh 9, KCNK3 block inactive, RGS4 pot inactive and RGS4 inh inactive.
OC[C@H]1O[C@@H](n2cnc3c(NC4CCCC4)ncnc32)[C@H](O)[C@@H]1O was read as KCNQ1 pot inactive, KCNQ1 block inactive, SKKanGAS inh 0, TMEM16A act inactive, hERG rescue -4, TMEM16A inh inactive, KCNK9 inh inactive, HDAC3 inh -11, KCNK3 block inactive, RGS4 pot inactive and RGS4 inh inactive.
CCn1c(CSCc2ccc(C)cc2)n[nH]c1=S was read as KCNQ1 pot inactive, KCNQ1 block inactive, SKKanGAS inh 2, TMEM16A act inactive, hERG rescue -5, TMEM16A inh inactive, KCNK9 inh inactive, HDAC3 inh -2, KCNK3 block inactive, RGS4 pot inactive and RGS4 inh inactive.
For Cc1cc(NCCN(C)C)n2nc(-c3cccs3)cc2n1 the results were KCNQ1 pot inactive, KCNQ1 block inactive, SKKanGAS inh -6, TMEM16A act inactive, hERG rescue 1, TMEM16A inh inactive, KCNK9 inh inactive, HDAC3 inh -2, KCNK3 block inactive, RGS4 pot inactive and RGS4 inh inactive.
`CCOC(=O)[C@@H]1[C@H]2COc3cc(OC)ccc3[C@@H]2N2C(=O)N(c3ccc(Br)cc3)C(=O)[C@]12C` gave KCNQ1 pot inactive, KCNQ1 block inactive, SKKanGAS inh 18, TMEM16A act inactive, hERG rescue -7, TMEM16A inh inactive, KCNK9 inh inactive, HDAC3 inh 9, KCNK3 block inactive, RGS4 pot inactive and RGS4 inh inactive.
O=C(CSc1nc2ccc([N+](=O)[O-])cc2[nH]1)c1ccc(Cl)cc1 was read as KCNQ1 pot inactive, KCNQ1 block inactive, SKKanGAS inh -12, TMEM16A act inactive, hERG rescue -12, TMEM16A inh inactive, KCNK9 inh inactive, HDAC3 inh 3, KCNK3 block inactive, RGS4 pot inactive and RGS4 inh inactive.
Cc1ccc(NC(=O)c2cc3c(=O)oc4ccccc4c3s2)nc1 was read as KCNQ1 pot inactive, KCNQ1 block inactive, SKKanGAS inh -8, TMEM16A act inactive, hERG rescue -1, TMEM16A inh inactive, KCNK9 inh inactive, KCNK3 block inactive, RGS4 pot inactive and RGS4 inh inactive.
For N#C/C(=C\c1ccncc1)C(=O)Nc1ccc(C(=O)O)cc1 the results were KCNQ1 pot inactive, KCNQ1 block inactive, SKKanGAS inh 4, TMEM16A act inactive, hERG rescue -12, TMEM16A inh inactive, KCNK9 inh inactive, HDAC3 inh 0, KCNK3 block inactive, RGS4 pot inactive and RGS4 inh inactive.
O=C(NCC1CCCO1)c1ccc(NC(=O)c2ccc([N+](=O)[O-])cc2)cc1 (stereo not given) was read as KCNQ1 pot inactive, KCNQ1 block inactive, SKKanGAS inh 0, TMEM16A act inactive, hERG rescue -3, TMEM16A inh inactive, KCNK9 inh inactive, HDAC3 inh -2, KCNK3 block inactive, RGS4 pot inactive and RGS4 inh inactive.
O=C(CSc1n[nH]c(-c2ccncc2)n1)Nc1ccc(Cl)c(Cl)c1 was read as KCNQ1 pot inactive, KCNQ1 block inactive, SKKanGAS inh 2, TMEM16A act inactive, hERG rescue -12, TMEM16A inh inactive, KCNK9 inh inactive, HDAC3 inh -4, KCNK3 block inactive, RGS4 pot inactive and RGS4 inh inactive.
Cc1cc(Oc2ccc(Cl)cc2)nc(-c2ccccn2)n1 was read as KCNQ1 pot inactive, KCNQ1 block inactive, SKKanGAS inh -9, TMEM16A act inactive, hERG rescue -5, TMEM16A inh inactive, KCNK9 inh inactive, HDAC3 inh 5, KCNK3 block inactive, RGS4 pot inactive and RGS4 inh inactive.
For Cc1ccc(Cn2c(SCc3cccnc3)nc3c2c(=O)n(C)c(=O)n3C)cc1 the results were KCNQ1 pot inactive, KCNQ1 block inactive, SKKanGAS inh 5, hERG rescue 0, TMEM16A inh inactive, KCNK9 inh inactive, KCNK3 block inactive, RGS4 pot inactive and RGS4 inh inactive.
CC(=O)N/C(=N/c1nc(C)cc(C)n1)Nc1cccc(C)c1 was read as KCNQ1 pot inactive, KCNQ1 block inactive, SKKanGAS inh -5, TMEM16A act inactive, hERG rescue -6, TMEM16A inh inactive, KCNK9 inh inactive, HDAC3 inh -5, KCNK3 block inactive, RGS4 pot inactive and RGS4 inh inactive.
`COc1ccccc1-c1cc(C(=O)Nc2cc(C)n(Cc3ccc(Cl)cc3)n2)no1` gave KCNQ1 pot inactive, KCNQ1 block inactive, SKKanGAS inh 3, TMEM16A act inactive, hERG rescue -3, TMEM16A inh inactive, KCNK9 inh inactive, HDAC3 inh -20, KCNK3 block inactive, RGS4 pot inactive and RGS4 inh inactive.
Screening CC(C)[C@H](NC(=O)c1ccccc1)C(=O)OCC(=O)c1ccc2c(c1)NC(=O)CO2 returned KCNQ1 pot inactive, KCNQ1 block inactive, SKKanGAS inh 2, TMEM16A act inactive, hERG rescue -13, TMEM16A inh inactive, KCNK9 inh inactive, HDAC3 inh 8, KCNK3 block inactive, RGS4 pot inactive and RGS4 inh inactive.
For CN1CCN(NC(=O)c2cc([N+](=O)[O-])cc([N+](=O)[O-])c2)CC1 the results were KCNQ1 pot inactive, KCNQ1 block inactive, SKKanGAS inh -11, TMEM16A act inactive, hERG rescue -10, TMEM16A inh inactive, KCNK9 inh inactive, HDAC3 inh 0, KCNK3 block inactive, RGS4 pot inactive and RGS4 inh inactive.
`COc1cc(C2C(C#N)=C(N)Oc3cc(C)oc(=O)c32)cc(OC)c1OC` (stereo not given) gave KCNQ1 pot inactive, KCNQ1 block inactive, SKKanGAS inh -2, TMEM16A act inactive, hERG rescue -3, TMEM16A inh inactive, KCNK9 inh inactive, HDAC3 inh 6, KCNK3 block inactive, RGS4 pot inactive and RGS4 inh inactive.
COc1ccc(S(=O)(=O)NC2CCSc3ccccc32)cc1OC (stereo not given) was read as KCNQ1 pot inactive, KCNQ1 block inactive, SKKanGAS inh -1, TMEM16A act inactive, hERG rescue -10, TMEM16A inh inactive, KCNK9 inh inactive, HDAC3 inh 0, KCNK3 block inactive, RGS4 pot inactive and RGS4 inh inactive.
Screening Fc1ccccc1CCNc1c2c(nc3ncnn13)CCCC2 returned KCNQ1 pot inactive, KCNQ1 block inactive, SKKanGAS inh 9, TMEM16A act inactive, hERG rescue -24, TMEM16A inh inactive, KCNK9 inh inactive, HDAC3 inh 0, KCNK3 block inactive, RGS4 pot inactive and RGS4 inh inactive.
Screening CNC(=O)/C(=N\O)c1ccccc1 returned KCNQ1 pot inactive, KCNQ1 block inactive, SKKanGAS inh -2, hERG rescue -4, KCNK9 inh inactive, RGS4 pot inactive and RGS4 inh inactive.
Screening CC1=CC(C)(C)Nc2ccc(OC(=O)CN3C(=O)c4cccc5cccc(c45)C3=O)cc21 returned KCNQ1 pot inactive, KCNQ1 block inactive, SKKanGAS inh 3, TMEM16A act inactive, hERG rescue -10, TMEM16A inh inactive, KCNK9 inh inactive, HDAC3 inh 5, KCNK3 block inactive, RGS4 pot inactive and RGS4 inh inactive.
CCCCNC(=S)NC(C)(C)CO was read as KCNQ1 pot inactive, KCNQ1 block inactive, SKKanGAS inh 5, TMEM16A act inactive, hERG rescue -11, TMEM16A inh inactive, KCNK9 inh inactive, HDAC3 inh -1, KCNK3 block inactive, RGS4 pot inactive and RGS4 inh inactive.
O=C(N/N=C/c1ccco1)c1ccc(C(=O)N/N=C/c2ccco2)o1 was read as KCNQ1 pot inactive, KCNQ1 block inactive, TMEM16A act inactive, hERG rescue -5, TMEM16A inh inactive, KCNK9 inh inactive, HDAC3 inh 13, KCNK3 block inactive, RGS4 pot inactive and RGS4 inh inactive.
CCN(C(=O)CN1C(=O)S/C(=C\C=C\c2ccccc2)C1=O)C1CCS(=O)(=O)C1 (stereo not given) was read as KCNQ1 pot inactive, KCNQ1 block inactive, SKKanGAS inh 4, TMEM16A act inactive, hERG rescue -10, TMEM16A inh inactive, KCNK9 inh inactive, HDAC3 inh 1, KCNK3 block inactive, RGS4 pot inactive and RGS4 inh inactive.
